# TRPC4 potent: allosterically enhances the mouse TRPC4 cation channel. Q9QUQ5. HEK293 TRPC4beta/mu-opioid, DAMGO EC20, Fluo-4 Ca2+ flux; active compounds read high. B-score at 10 µM. 310,000 tested, 0.42% active;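 active means B-score of calcium response area above 5 SD of library B-scores, with initial fluorescence ratio within 5 SD of library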;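 further: B-score of integrated fluorescence ratio over time as area under calcium response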
# MrgX1 PAM: human MrgX1 positive allosteric modulation, primary screen; MrgX1-HEK293, Fluo-4 calcium flux, FDSS; active compounds read high; B-score at 10 µM; 310,000 tested, 0.63% active;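 active means plate-corrected calcium response at least 3 library SD above typical, normal starting fluorescence, not activating the receptor alone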;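 further: compound read alongside a low EC10 to EC30 dose of BAM8-22 agonist; peak minus trough fluorescence over baseline measured at the second addition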
# TMEM16A inh: blocks the mouse calcium-activated chloride channel TMEM16A; Q8BHY3; HEK293 TMEM16A/YFP iodide influx fluorescence, ionomycin; normalized B-score (activity score, 25-100; higher = stronger inhibition) at 10 µM; 310,000 tested, 1.2% active;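 active means ratio plate-corrected score three or more library SD toward inhibition, starting fluorescence score within five deviations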;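 further: score derived from kinetic fluorescence span divided by baseline fluorescence per well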
# TRPC6 inhibitor: inhibitors of mouse TRPC6 channel. Q61143. AID 2553. 310,000 tested, 1.1% active. HEK293-TRPC6, membrane potential dye, ACh-evoked depolarization; active compounds read low. B-score at 10 µM;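 active means B-score under library mean minus 3 SD, initial fluorescence not abnormally high, positive integrated signal ratio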;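 further: B-score derived from integrated fluorescence ratio over the kinetic read; more negative B-score means stronger inhibition of depolarization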
# Target sequence (Q61143 whole entry, looked up): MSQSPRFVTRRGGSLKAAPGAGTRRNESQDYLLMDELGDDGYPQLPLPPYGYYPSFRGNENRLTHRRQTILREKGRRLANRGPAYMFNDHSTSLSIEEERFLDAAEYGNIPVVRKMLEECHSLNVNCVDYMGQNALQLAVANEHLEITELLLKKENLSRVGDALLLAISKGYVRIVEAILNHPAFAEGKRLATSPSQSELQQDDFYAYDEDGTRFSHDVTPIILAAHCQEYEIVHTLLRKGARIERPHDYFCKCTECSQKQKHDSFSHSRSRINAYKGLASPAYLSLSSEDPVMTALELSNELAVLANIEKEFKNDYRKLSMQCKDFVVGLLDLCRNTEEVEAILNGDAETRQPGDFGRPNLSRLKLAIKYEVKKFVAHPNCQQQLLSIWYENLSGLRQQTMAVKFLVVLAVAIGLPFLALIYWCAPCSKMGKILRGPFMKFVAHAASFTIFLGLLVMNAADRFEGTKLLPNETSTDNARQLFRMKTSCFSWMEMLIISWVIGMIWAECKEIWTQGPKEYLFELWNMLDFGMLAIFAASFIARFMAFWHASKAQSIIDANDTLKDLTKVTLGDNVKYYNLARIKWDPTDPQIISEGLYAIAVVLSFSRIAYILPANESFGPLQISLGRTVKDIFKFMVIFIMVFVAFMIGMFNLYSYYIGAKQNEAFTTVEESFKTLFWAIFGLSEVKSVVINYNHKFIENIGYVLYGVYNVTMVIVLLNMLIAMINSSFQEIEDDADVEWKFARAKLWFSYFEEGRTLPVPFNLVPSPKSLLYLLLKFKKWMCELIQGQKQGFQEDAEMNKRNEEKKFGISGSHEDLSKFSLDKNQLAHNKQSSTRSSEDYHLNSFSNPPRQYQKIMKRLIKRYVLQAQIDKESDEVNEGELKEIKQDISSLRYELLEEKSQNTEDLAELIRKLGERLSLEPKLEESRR
# TRPC6 activator: activates the mouse TRPC6 cation channel. Q61143. 310,000 tested, 0.13% active. HEK293-TRPC6 membrane potential dye fluorescence; active compounds read high. B-score at 10 µM;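 active means B-score of the integrated fluorescence ratio above library mean plus 3 SD, and starting fluorescence ratio within library mean plus 5 SD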;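 further: higher score means more depolarization so channel activation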
# ANO1 activ: activators or potentiators of mouse TMEM16A chloride channel; Q8BHY3; HEK293 TMEM16A/YFP-H148Q/I152L, iodide quench fluorescence; active compounds read low; B-score at 10 µM; 340,000 tested, 0.3% active;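 active means fluorescence-ratio B-score plate-corrected deviation score at least 3 library SD below zero, with starting fluorescence score within 5 deviations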;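 further: channel opened by trigger with iodide after compound preincubation; score built on the fluorescence ratio of max minus min over baseline; more negative score means more quench and so TMEM16A activation or potentiation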
# RGS4 block: inhibitors of human RGS4. P49798. HEK293 M3R/RGS4 inducible, Fluo-4 calcium flux; active compounds read high; triggered by carbachol at its EC20. B-score at 10 µM. 310,000 tested, 0.45% active;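 active means B-score, a plate-corrected calcium signal, over three deviations above library mean, with baseline fluorescence within five deviations of library mean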;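 further: RGS4 expression induced by doxycycline in cells with stable M3 receptor; B-score is computed from the integrated fluorescence ratio over baseline after carbachol; higher B-score means a larger calcium signal and so more RGS4 inhibition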
# Target sequence (P49798 whole entry, looked up): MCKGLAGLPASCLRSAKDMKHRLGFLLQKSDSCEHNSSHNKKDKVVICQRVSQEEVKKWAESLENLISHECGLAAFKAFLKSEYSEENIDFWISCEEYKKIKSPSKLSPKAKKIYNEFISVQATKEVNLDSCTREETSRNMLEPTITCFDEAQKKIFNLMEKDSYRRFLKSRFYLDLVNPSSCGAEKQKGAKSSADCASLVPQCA
# MrgX1 antag: blocks BAM8-22 activation of human MrgX1 receptor; Q96LB2; MRGX1-HEK293 calcium flux, Fluo-4, BAM8-22 antagonism; active compounds read low; B-score at 10 µM; 310,000 tested, 1.3% active; AID 588676;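 active means calcium-response B-score plate-corrected more than 3 library SD below zero, starting fluorescence within 5 deviations, no agonist response on first addition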;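 further: peak minus trough fluorescence over baseline after final BAM8-22 challenge near maximal dose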
# TRPC4 block: TRPC4 (mouse) channel inhibition. HEK293 TRPC4beta/mu-opioid, DAMGO-evoked Fluo4 calcium flux; active compounds read low. B-score at 10 µM. 300,000 tested, 0.39% active. AID 2247;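 active means B-score over 3 SD under the library average, no early fluorescence shift, positive overall ratio signal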
#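 Material: HEK293 cells with stable TRPC4beta plus mu-opioid receptor expression; probe or stimulus: DAMGO in two steps, submaximal then maximal; technique: Fluo4 calcium fluorescence by kinetic imaging, 5 s 1 Hz baseline; measure: integrated fluorescence ratio relative to baseline, converted to per-well B score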
# MrgX1 ag: activates human MrgX1 receptor signaling; Q96LB2; MrgX1-HEK293 cells, Fluo-4 calcium fluorescence, agonist mode; active compounds read high; B-score at 10 µM; 310,000 tested, 0.44% active; AID 588627;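 active means calcium response B-score plate-corrected fluorescence ratio at least 3 library SD, with starting fluorescence B-score inside 5 SD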
#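 Test system: HEK293 cells stably expressing human MrgX1 receptor; amount: 15,000 cells per well; doses: compound delivered in addition one of three; times: overnight plating before 1 h dye loading; detection: Fluo-4 NW calcium-flux fluorescence, kinetic read; read-out basis: B-scored fluorescence response ratio; controls: positive and negative controls per plate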
# TRPC4 act: activators of mouse TRPC4 channel | HEK293 TRPC4beta/mu-opioid, Fluo4 calcium fluorescence; active compounds read high | B-score at 10 µM | 310,000 tested, 0.49% active | AID 2237;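 active means B-score above 5 SD of library B-scores, and initial fluorescence ratio not above library mean plus 5 SD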;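 further: positive B-score marks a calcium rise read as TRPC4 activation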
#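 Test system: HEK293 cells stably co-expressing mouse TRPC4beta and mu-opioid receptor | Schedule: Fluo4 dye loading 45 min at room temperature, 110 s recording | Measured by: Kinetic Fluo4 calcium fluorescence, 5 s baseline at 1 Hz | Evaluation: B score of integrated ratio | Controls: Buffer (low) and maximal DAMGO (high)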
# Numbers without * were called inactive; i = inactive; . = no result given.
# Values run as follows: TRPC4 potent | MrgX1 ag | ANO1 activ | MrgX1 PAM | TRPC6 inhibitor | TRPC4 act | TRPC4 block | MrgX1 antag | TMEM16A inh | TRPC6 activator | RGS4 block
> CCN1CCC2(CCN(C(=O)c3cc(COc4cc(C)ccc4C)on3)C2)C1 (stereo not given)
  i | i | i | i | i | i | i | i | i | i | i
> O=C(NCc1cccc(F)c1)C1CCC(=O)N(CCCN2CCOCC2)C1 (stereo not given)
  i | i | i | i | i | i | i | i | i | i | i
> O=C(CCC(=O)Nc1cccc([N+](=O)[O-])c1)N/N=C/c1cccs1
  i | i | i | i | i | i | i | i | i | i | i
> CCN(CC)CCN1C(=O)C(O)=C(C(=O)c2cc3ccccc3o2)C1c1cccnc1 (stereo not given)
  i | i | i | i | i | i | i | i | i | i | i
> C=CCn1c(=O)c2ccc(C(=O)NCc3ccccc3)cc2n(Cc2ccccc2Cl)c1=O
  i | i | i | i | i | i | i | i | i | i | i
> CC1CCCCC1NC(=O)c1cc2ccccc2o1 (stereo not given)
  30* | i | i | i | i | i | i | i | i | i | i
> Cc1ccc2nc(NC(=O)CN3CCN(c4ccccn4)CC3)sc2c1
  i | i | i | i | i | i | i | i | i | i | i
> CCOC(=O)c1cnn2c(C(F)(F)F)cc(-c3cn(C)nc3C)nc12
  i | i | i | i | i | i | i | i | i | i | i
> Cc1cccc(N2CCN(C(=O)COc3ccc4c(c3)CCC4)CC2)c1C
  i | i | i | i | i | i | i | i | i | i | i
> O=C1N/C(=C/c2cccs2)C(=O)N1Cc1ccc(Br)cc1
  i | i | i | i | i | i | i | i | i | i | i
> CC1CCCC(NC(=O)c2ccc3c(c2)OCO3)C1C (stereo not given)
  i | i | i | i | i | i | i | i | i | i | i
> O=C(NCc1ccccc1Cl)c1cccc(C(F)(F)F)c1
  i | i | i | i | i | i | i | i | i | i | i
> Cc1ccc(NC(=O)CCC(=O)NNC(=O)c2cccc([N+](=O)[O-])c2)cc1C
  i | i | i | i | i | i | i | i | i | i | i
> C=CCn1c(SCC(=O)N2CCCCC2)nc(O)cc1=O
  i | i | i | i | i | i | i | i | i | i | i
> COc1ccc(NS(=O)(=O)c2ccc(NC(=S)NC(=O)c3ccc(Br)cc3)cc2)nn1
  i | i | i | i | i | i | i | i | i | i | i
> COC(=O)C1C(c2ccc(OC)c(OC)c2)NC(c2ccc(OC)c(OC)c2)C(C(=O)OC)S1(=O)=O (stereo not given)
  i | i | i | i | i | i | i | i | i | i | i
> COc1cccc(/C=N/NC(=O)c2ccc(CN3c4cccc5cccc(c45)S3(=O)=O)cc2)c1
  i | i | i | i | i | i | i | i | i | i | i
> O=C(Nc1ccccc1)c1nnsc1S(=O)c1ccc(Cl)cc1 (stereo not given)
  i | i | -9.3* | i | i | i | i | i | i | i | i
> CC1CCCC(C)N1CCCNC(=O)CCn1c(=O)c2cccn2c2cccnc21 (stereo not given)
  i | i | i | i | i | i | i | i | i | i | i
> Cc1ccc([N+](=O)[O-])cc1NC(=O)CNC1CCCCC1
  i | i | i | i | i | i | i | i | i | i | i
> CCCCCN(C(=O)CCC(=O)OCc1ccc(C(C)C)cc1)c1c(N)n(CCCC)c(=O)[nH]c1=O
  i | i | i | i | i | i | i | i | i | i | i
> CC(C)NC(=O)CC(=O)N/N=C/c1ccccc1F
  i | i | i | i | i | i | i | i | i | i | i
> O=C(CN1C(=O)CCSc2ccccc21)Nc1cccc(F)c1
  i | i | i | i | i | i | i | i | i | i | i
> COc1ccc(C(=O)Nc2ccc(C(=O)NCCc3ccc(OC)c(OC)c3)cc2)cc1
  i | i | i | i | i | i | i | i | i | i | i
> Cn1c(=O)c2sccc2n2c(CCCC(=O)Nc3ccccc3)nnc12
  i | i | i | i | i | i | i | i | i | i | i
> NC(=O)Cc1ccc(C(=O)c2ccc(F)cc2)s1
  i | i | i | i | i | i | i | i | i | i | i
> CCSc1nnc(-c2ccccc2SC)o1
  i | i | i | i | i | i | i | i | i | i | i
> CN(C)CCCOc1ccc(Cl)cc1Br
  i | i | i | i | i | i | i | i | i | i | i
> C=CCCCCCCCCC(=O)N1CCN(c2cc3c(cc2F)c(=O)c(C(=O)O)cn3CC)CC1
  i | i | i | i | i | i | i | i | i | i | i
> O=C(N/N=C\c1cccc(Cl)c1)c1ccc(Cn2cccn2)o1
  i | i | i | i | i | i | i | i | i | i | i
> CCOC(=O)Cc1csc(NC(=O)Nc2ccc(OC(F)(F)F)cc2)n1
  i | i | i | i | i | i | i | i | i | i | i
> Cc1ccc(NC(=O)CSc2nc(=O)n(CCCN3CCOCC3)c3c2CCCC3)cc1F
  i | i | i | i | i | i | i | i | i | i | i
> COc1ccc(CSc2nncn2C)cc1F
  i | i | i | i | i | i | i | i | i | i | i
> COc1ccc(C(=O)NCC(=O)N/N=C/c2ccco2)cc1OC
  i | i | i | i | i | i | i | i | i | i | i
> O=C(Nc1cccc(C(F)(F)F)c1)C(=O)N1CCCCC1
  i | i | i | i | i | i | i | i | i | i | i
> S=C(NCCN1CCOCC1)Nc1ccc(Nc2ccccc2)cc1
  i | i | i | i | i | i | i | i | i | i | i
> CCOC(=O)Cc1cc(=O)n(-c2nc3ccccc3s2)[nH]1
  i | i | i | i | i | i | i | i | i | i | i
> COCCC(=O)N1CCC(Oc2ccc(C(=O)N3CCCCC3COC)cc2)CC1 (stereo not given)
  i | i | i | i | i | i | i | i | i | i | i
> COc1ccc(NC2=NCC(=O)N2Cc2cccs2)cc1
  i | i | i | i | i | i | i | i | i | i | i
> CCCCCOc1ccc(OC(=O)c2ccncc2)cc1
  i | i | i | i | i | i | i | i | i | i | i
> Nc1c(C(=O)O)ccc2c1C(=O)c1ccccc1C2=O
  i | i | i | i | i | i | i | i | i | i | i
> CCOC(=O)C1CCN(C(=O)c2c(-c3c(Cl)cccc3Cl)noc2C)CC1
  i | i | i | i | i | i | i | i | i | i | i
> CCOC(=O)C1(Cc2cccc(F)c2)CCN(Cc2cnn(CC)c2C)CC1
  i | i | i | i | i | 143* | i | i | i | i | i
> CCC(C)(C(=O)NC1CCCC1)N(CC1CCCO1)C(=O)CNC(=O)c1ccccc1 (stereo not given)
  i | i | i | i | i | i | i | i | i | i | i
> CC(C)(C)NC(=O)CSC(=Nc1ccc(F)cc1)NC#N
  i | i | i | i | i | i | i | i | i | i | i
> CCOC(=O)NC(=O)c1cn(C(CC)CO)c(=O)[nH]c1=O (stereo not given)
  i | i | i | i | i | i | i | i | i | i | i
> CCOc1ccccc1N=Cc1c(O)n(C)c(=O)n(C)c1=O
  i | . | i | . | i | i | i | . | . | i | i
> Fc1ccccc1CSc1ncnc2c1oc1ccccc12
  i | i | i | i | i | i | i | i | i | i | i
> Cn1cnnc1SCCCN1C(=O)c2cccc3cccc(c23)C1=O
  i | i | i | i | i | i | i | i | i | i | i
> COCCN(C(=S)Nc1ccccc1OC)C1CCN(C(C)=O)CC1
  i | i | i | i | i | i | i | i | i | i | i
> CCOc1ccc(C2C(C(=O)NC)=C(C)Nc3nc4ccccc4n32)cc1OC (stereo not given)
  i | i | i | i | i | i | i | i | i | i | i
> COc1ccc(C(=O)NCc2nnc(SCC(=O)NC3CCCCC3)n2C)cc1
  i | i | i | i | i | i | i | i | i | i | i
> CCCNC(=O)c1ccc(COc2ccc(C(C)(C)C)cc2)o1
  i | i | i | i | i | i | i | i | i | i | i
> O=C(COc1ccccc1F)Nc1ccc2[nH]c(=O)[nH]c2c1
  i | i | i | i | i | i | i | i | i | i | i
> CCOC(=O)c1nc2c(=O)n(C)c(=O)n(C)c2n(C)c1=O
  i | i | i | i | i | i | i | i | i | i | i
> CCOc1ccc(NC(=O)CN(c2ccc(OCC)cc2)S(=O)(=O)c2c(C)[nH]c(=O)[nH]c2=O)cc1
  i | i | i | i | i | i | i | i | i | i | i
> CCN(CC)C(=O)Cn1nc(-c2ccncc2)nc1SCC(=O)Nc1ccc(OC)cc1
  i | i | i | i | i | i | i | i | i | i | i
> COCc1cc(NCc2ccc(Cl)cc2)nc(C)n1
  i | i | i | i | i | i | i | i | i | i | i
> Cc1cccc(NS(=O)(=O)c2cccc(C(=O)Nc3cccc(C(=O)O)c3)c2)c1
  i | i | i | i | i | i | i | i | i | i | i
> O=C(CNC(=O)c1cnccn1)Nc1ccc(F)c(F)c1F
  i | i | i | i | i | i | i | i | i | i | i

# Next part:
# Values run as follows: TRPC4 potent | MrgX1 ag | ANO1 activ | MrgX1 PAM | TRPC6 inhibitor | TRPC4 act | TRPC4 block | MrgX1 antag | TMEM16A inh | TRPC6 activator | RGS4 block
> Cc1n(Cc2ccccc2)c2ccccc2[n+]1Cc1ccccc1
  i | i | i | i | i | i | i | i | i | i | i
> CC1Cc2ccccc2N1C(=O)CSc1nnnn1C (stereo not given)
  i | i | i | i | i | i | i | i | i | i | i
> CCOc1ccccc1C(=O)N(CN1CCCC1=O)c1cccc(Cl)c1
  i | i | i | i | i | 46* | i | i | i | i | i
> COc1ccc(CN(C)Cc2ccccc2)c(OC)c1OC
  i | i | i | i | i | i | i | i | i | i | i
> CS(=O)(=O)N(Cc1ccc(Cl)cc1)c1ccc(C(=O)NCc2ccccn2)cc1
  i | i | i | i | i | i | i | i | i | i | i
> CCOc1ccc(N2CC(C(=O)N3CCCCCC3)CC2=O)cc1 (stereo not given)
  i | i | i | i | i | i | i | i | i | i | i
> COc1ccccc1/C=N/NC(=O)C(=O)Nc1ccccc1OC(F)(F)C(F)F
  i | i | i | i | i | i | i | i | i | i | i
> Cn1c(SCc2nc3cc(C(=O)O)ccc3c(=O)[nH]2)nnc1C(F)(F)F
  i | i | i | i | i | i | i | i | i | i | i
> CCOc1ccc(CNC(=O)c2ccc3c(c2)N(CC)CCS3)cc1
  i | i | i | i | i | i | i | -6.6* | i | i | i
> Cc1[nH]c2ccc(C(=O)N3CCCC3)cc2c1C
  i | i | i | i | i | i | i | i | i | i | i
> CSc1ccc(S(=O)(=O)Nc2ccc(F)cc2)cc1
  i | i | i | i | i | i | i | i | i | i | i

# Screening data as filed in PubChem BioAssay.
